# Pin1 inh: human Pin1 inhibition; Q13526; Pin1 FP peptide displacement, HiFluor488, 10 min; Potency, µM (series often up to 115 µM), inactives show top-dose activity, negative = inhibition, usual class: inhibitors; 0.009% of 390,000 active; AID 504891; active = well fitted inhibition curve with a large enough effect in the polarisation, with a control signal flat, not every such curve was filed as active; inconclusive = small, poorly fitted or top-dose-only effect, or effect the other way, or a change in a side signal; inactive = no such curve, though single readings can be large or run the other way; the % refers to the polarisation; note: potency is the fitted concentration of half-maximal effect; % is set by controls: 0 for no effect and ±100 for the full control effect
# Target sequence (Q13526 whole entry, looked up): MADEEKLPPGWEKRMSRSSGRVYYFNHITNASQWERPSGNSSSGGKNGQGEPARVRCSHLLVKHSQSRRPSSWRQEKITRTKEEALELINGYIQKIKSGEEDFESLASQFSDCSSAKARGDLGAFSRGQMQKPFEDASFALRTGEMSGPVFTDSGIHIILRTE
# USP1 inh: inhibitors of human USP1/UAF1 deubiquitinase; O94782; recombinant USP1/UAF1, Ub-Rhodamine cleavage fluorescence; Potency, µM (series often up to 57.1 µM), for inactives: top-dose activity change, negative = inhibition, actives largely listed as inhibitors; 0.23% of 390,000 active; note: potency is the fitted concentration of half-maximal effect; % is set by controls: 0 for no effect and ±100 for the full control effect; nearly all actives have a fitted effect of over 60% in size; inactives centre near -12
#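 1 nM enzyme complex + cpd, 15 min RT; start with Ub-Rho 150nM final; kinetic fluorescence ex 480/em 540, 6 reads q60 s. Buffer 50mM HEPES pH 7.8, 0.5mM EDTA, 0.1 mg/ml BSA, 1mM TCEP, 0.01% Tween-20.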
# D2 agonist: activates the human D2 dopamine receptor. P14416. HEK293 T-REx D2 cells, calcium flux agonist mode. activation, % at 2 µM. 0.53% of 340,000 active;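 active = activation over 3 SD above normal in the single-dose calcium agonist read, cut at about 30% in these data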; note: 0% is about no effect
#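 Agonism scored from kinetic calcium signal (1 read/sec, 180 s) following compound pin transfer, after a 10 s baseline. Cells: HEK293 Trex line expressing inducible D2 receptor coupled to calcium, dye-loaded after overnight culture at 30 C.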
# D2 antagonist: D2 dopamine receptor (human) antagonism; P14416; HEK293 TREx D2 cells, calcium flux, dopamine EC80; inhibition, % at 10 µM; 2% of 340,000 active; in the data active = inhibition above about 30%; note: 0% is about no effect
#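 Measurement of antagonist activity uses fluorescent calcium dye in inducible HEK293 T-REx D2 cells: 10 s baseline, compound addition with 180 s read, EC80 dopamine addition with a further 180 s read.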
# TRHR enhancer: allosteric enhancers of human TRH receptor; P34981; TRHR cells, fluo-8 calcium fluorescence, EC20 TRH enhancement; enhancement, % at 2 µM; 0.66% of 360,000 active; in the data active = enhancement above about 30%; note: 0% is about no effect
#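 TRHR-expressing cells loaded with fluo-8 calcium dye were read kinetically (ex 480/em 530) during compound addition, then stimulated with an EC20 of TRH (10 nM final). Enhancement of the Gq-mediated intracellular calcium response was scored.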
# TrxR1 substrate: substrates of rat thioredoxin reductase 1. O89049. purified TrxR1 substrate turnover, NADPH consumption readout. Potency, µM (highest dose often 114 µM), for the others: at the top dose activity change, negative = substrate turnover. 0.01% of 390,000 active. AID 588456; note: potency is the fitted concentration of half-maximal effect; % is set by controls: 0 for no effect and ±100 for the full control effect; nearly all actives have a fitted effect of over 50% in size
# Target sequence (O89049 whole entry, looked up): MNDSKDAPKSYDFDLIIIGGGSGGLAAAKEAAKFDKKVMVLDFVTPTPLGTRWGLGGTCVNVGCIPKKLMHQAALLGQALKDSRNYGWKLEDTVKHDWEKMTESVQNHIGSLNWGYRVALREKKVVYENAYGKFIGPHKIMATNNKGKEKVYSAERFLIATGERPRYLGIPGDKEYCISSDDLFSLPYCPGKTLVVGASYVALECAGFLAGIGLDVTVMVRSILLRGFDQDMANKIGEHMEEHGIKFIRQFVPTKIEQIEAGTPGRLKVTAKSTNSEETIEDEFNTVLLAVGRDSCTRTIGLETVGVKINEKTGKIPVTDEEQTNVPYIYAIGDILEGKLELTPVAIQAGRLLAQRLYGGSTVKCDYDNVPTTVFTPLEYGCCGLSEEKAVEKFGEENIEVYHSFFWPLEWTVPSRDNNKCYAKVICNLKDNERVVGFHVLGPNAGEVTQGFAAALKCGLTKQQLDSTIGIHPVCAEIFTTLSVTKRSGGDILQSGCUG
#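 Rat TrxR1, dispensed at 90 nM, was prereduced with 400 uM NADPH (final) for 5 min at ~22 deg C, then incubated with compound 15 min before 400 uM selenite. A first-read NADPH fluorescence drop versus no-compound background flagged substrates.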
# TrxR1 inh: blocks rat thioredoxin reductase 1. 1% of 390,000 active. AID 588453. Potency, µM (doses to about 114 µM), without a hit: at the top dose activity change, negative = inhibition, hits mostly inhibitors. O89049. recombinant rTrxR1, NADPH fluorescence consumption, selenite substrate; note: potency is the fitted concentration of half-maximal effect; % is set by controls: 0 for no effect and ±100 for the full control effect; nearly all actives have a fitted effect of over 65% in size
#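 Rat TrxR1 (90 nM in the dispensed reagent) was pre-reduced with 400 uM NADPH for 5 min at room temperature, then incubated with compound for 15 min. After 400 uM selenite was added, NADPH fluorescence (Ex 340/Em 450 nm) was followed for 8 min.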
# IDH1 R132H inh: human IDH1 R132H inhibition | Potency, µM (highest dose often 76.6 µM), for the others: top-dose activity change, negative = inhibition, usual class: inhibitors | O75874 | 0.093% of 390,000 active | AID 602179 | IDH1-R132H enzyme, NADPH consumption, diaphorase/resazurin fluorescence; note: potency is the fitted concentration of half-maximal effect; % is set by controls: 0 for no effect and ±100 for the full control effect; nearly all actives have a fitted effect of over 65% in size
# Target sequence (O75874 whole entry R132H, stated change not applied): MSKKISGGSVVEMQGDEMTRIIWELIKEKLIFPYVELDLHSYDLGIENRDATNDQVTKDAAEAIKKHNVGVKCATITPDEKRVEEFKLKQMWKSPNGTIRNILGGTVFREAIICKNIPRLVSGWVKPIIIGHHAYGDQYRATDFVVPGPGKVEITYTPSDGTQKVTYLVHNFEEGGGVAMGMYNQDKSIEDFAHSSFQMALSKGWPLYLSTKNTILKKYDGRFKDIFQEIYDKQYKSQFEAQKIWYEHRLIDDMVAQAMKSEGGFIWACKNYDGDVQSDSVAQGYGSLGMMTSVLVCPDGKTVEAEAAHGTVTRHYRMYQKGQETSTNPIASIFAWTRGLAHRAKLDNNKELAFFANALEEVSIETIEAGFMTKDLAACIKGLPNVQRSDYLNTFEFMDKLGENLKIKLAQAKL
#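 IDH1-R132H (0.5 ug/mL dispensed) in pH 7.5 Tris buffer was preincubated 30 min with compound, then given a substrate mix of 0.016 mM NADPH and 2 mM alpha-KG for 80 min at room temperature; remaining NADPH was read by diaphorase/resazurin fluorescence.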
# TRHR agonist: TRH receptor (human) agonism; P34981; TRHR cells, calcium flux fluo-8, FDSS agonist mode; activation, % at 2 µM; 0.18% of 360,000 active; in the data active = activation above about 30%; note: 0% is about no effect
#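 Steps: seed TRHR cells overnight; add fluo-8 no-wash Ca dye, RT 30 min–1.5 h; record 10 s baseline; pin-transfer compounds; monitor fluorescence 1 cycle/s for the agonist window. Calcium increases flag candidate agonists.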
# * = called active by the depositor; ? = inconclusive; · = not tested or not shown; & = joins results of further samples; [ ] = remark or other dose. Unless noted, calls come from the whole dose curve; as a rule, active = well fitted inhibition curve with a large enough effect; inconclusive = small, poorly fitted or top-dose-only effect; inactive = no such curve, though single readings can be large or run the other way. An excerpt; rates above refer to the full screens.
no.	compound	D2 agonist	TRHR agonist	USP1 inh	TRHR enhancer	D2 antagonist	IDH1 R132H inh	Pin1 inh	TrxR1 inh	TrxR1 substrate
1	COc1cc(C(=O)Nc2cc(C)c(OCC(=O)N3CCOCC3)c(C)c2)cc(OC)c1OC	-0.6	0.6	-16%	4	-17	-1%	3%	1%[11.4 µM]	-5%
2	CC(=O)Nc1cccc(NC(=O)c2ccco2)c1	-0.8	0.5	-17%	-9	-12	5%	-8%	-28%	-6%
3	O=C(N/N=C\c1cccs1)c1sccc1-n1cccc1	·	-0.3	-20%	-3	·	9%	-5%	-3%	-11%
4	Cc1ccc2c(CC(=O)NNC(=O)c3ccncc3)coc2c1	-0.5	0.6	-17%	1	3	1%	4%	5%[57.1 µM]	2%[57.1 µM]
5	CN1CCN(c2nc(NCCOC34CC5CC(CC(C5)C3)C4)nc(OCC(F)(F)F)n2)CC1	-1.3	-2.1	-7%	3	-19	9%	3%	-6%	-5%
6	O=C(NCc1ccco1)C1CC(c2ccc(C(F)(F)F)cc2)=NO1 (configuration not stated)	·	·	-30%	·	·	-10%	-1%	17%	4%
7	O=C(Nc1nccc(-c2cccs2)n1)c1cccs1	-0.5	-0.8	-6%	4	2	5%	4%	-4%	-10%
8	CCOC(=O)C(=CNc1ccc(O)c(C(=O)OC)c1)C(=O)OCC	·	·	-5%	·	·	14%	1%	2%[57.1 µM]	5%[57.1 µM]

# Next part (2 carried over from the part before).
no.	compound	D2 agonist	TRHR agonist	USP1 inh	TRHR enhancer	D2 antagonist	IDH1 R132H inh	Pin1 inh	TrxR1 inh	TrxR1 substrate
7	O=C(Nc1nccc(-c2cccs2)n1)c1cccs1	-0.5	-0.8	-6%	4	2	5%	4%	-4%	-10%
8	CCOC(=O)C(=CNc1ccc(O)c(C(=O)OC)c1)C(=O)OCC	·	·	-5%	·	·	14%	1%	2%[57.1 µM]	5%[57.1 µM]
9	CCOC(=O)C1CCCN(c2c(NCCCN(C)c3ccccc3)c(=O)c2=O)C1 (configuration not stated)	1.1	0.1	-22%	-8	14	-2%	2%	20%	1%
10	Cc1nn(-c2ccccc2)c(N2CCCC2)c1/C=N/NC(=O)c1cccc(S(=O)(=O)Nc2ccc(Cl)cc2)c1	-0.8	-0.2	-6%	6	0	-2%	1%	-10%	1%
11	COc1cc(OC)cc(C(=O)NNC(=S)Nc2ccccc2OC)c1	-1.0	0.2	-25%	0	-6	0%	0%	7%	5%
12	COc1ccc(-c2nc3n(c(=O)c2C#N)CCCS3)cc1	0.8	-0.3	4%	3	-12	-2%	31%[activator]	12%	17%
13	COc1ccc(CN2CC(C(=O)NC3CCCCC3)CC2=O)cc1 (configuration not stated)	0.4	0.8	-9%	-1	9	0%	-13%	-15%	-10%
14	O=C1CC(c2ccc(F)cc2)CC2=C1C(c1ccc([N+](=O)[O-])o1)Nc1ccccc1N2 (configuration not stated)	-0.2	0.5	-9%	-9	3	0%	22%	?	-20%
15	Cc1ccc(C)c(N2CCN(C(=O)c3cc(S(=O)(=O)N4CCCC4)c[nH]3)CC2)c1	0.2	0.0	-22%	8	·	-1%	?	9%	1%
16	CC(C)(C)CN1C(=O)C(=O)NC[C@@H]1Cc1ccc(O)cc1	-0.4	0.2	-19%	4	7	-9%	4%	16%	7%
17	Cc1ccc(CNCC(O)(c2ccccc2)c2ccccc2)cc1	-0.3	-1.0	1%	1	13	6%	-1%	17%	1%
18	COc1cccc(-c2cc(C(=O)Nc3ccn(Cc4ccc(C)cc4)n3)no2)c1	2.9&0.8	0.2&2.9	?	1&-2	-18	0%&1%	21%&0%	-17%&14%	-9%&4%
19	CCOc1ccc(NC(=O)CN(C)C(=O)C2(c3ccccc3)CC2)cc1OCC	0.2	0.0	-24%	-4	-21	2%	1%	-1%	-6%
20	C=CCc1cccc(CNc2c(C)cc(C)cc2C)c1O	1.4	-1.6	-21%	-3	-62	6%	-4%	19%	0%
21	CCn1c2ccccc2c2cc(NC(=O)CN3CCCC3)ccc21	0.3	-0.3	-15%	-5	1	3%	1%	11%	1%
22	O=C1/C(=C\c2ccc(Cl)c(Cl)c2)CN(C(=O)CCN2CCOCC2)C/C1=C/c1ccc(Cl)c(Cl)c1	·	·	-19%	·	·	?	7%	1.4µM*	11%[57.1 µM]
23	Cc1ccccc1CC(=O)N1CCCc2ccccc21	-0.1	0.4	-14%	-3	-1	5%	-4%	-11%	1%
24	Cc1cc(C)c(C)c(S(=O)(=O)N2CCCCC2C(=O)O)c1C (configuration not stated)	-0.4	-4.1	-25%	-7	-13	8%	3%	5%[57.1 µM]	1%[57.1 µM]
25	O=C(CSc1nc2scc(-c3ccccc3)c2c(=O)[nH]1)Nc1ccccc1	0.3	0.6	-20%	3	15	9%	2%	-2%	-6%
26	CCC(=O)NC(Nc1sc2c(c1C(=O)OC)CCCC2)(C(F)(F)F)C(F)(F)F	0.1	0.5	-11%	-1	-1	4%	1%	6%	-1%
27	Cc1nn(-c2ccccc2)nc1C(=O)OCC(=O)N1CCCCC1C (configuration not stated)	·	·	-5%	·	·	-1%	1%	-6%	38%[activator]
28	O=C(Cn1nc(-c2ccc(Cl)cc2)c2ccccc2c1=O)NCC1CCCO1 (configuration not stated)	-0.4	-0.4	-17%	17	-1	4%	-6%	-11%	-7%
29	CC1(c2ccccc2)NC(=O)N(CC(=O)NCc2cccc(Cl)c2)C1=O (configuration not stated)	0.4	0.0	-26%	2	4	8%	5%	32%[57.1 µM]	15%[57.1 µM]
30	CN(c1ccccc1)S(=O)(=O)c1ccc(NC(=S)NC(=O)C2CC2)cc1	0.5	0.1	-15%	3	3	6%	-1%	-46%	-15%
31	O=C(c1ccco1)N(Cc1ccccc1)c1cccc([N+](=O)[O-])c1	-0.5	-2.3	?	-1	9	7%	4%	6%[57.1 µM]	7%
32	CCOc1ccc(CN2CCN(c3ncnc4scc(-c5ccccc5)c34)CC2)cc1	-0.2	-0.3	-18%	-8	16	11%	0%	32%[57.1 µM]	-15%[57.1 µM]

# From entry 27 as far as 32, as listed above:
no.	compound	D2 agonist	TRHR agonist	USP1 inh	TRHR enhancer	D2 antagonist	IDH1 R132H inh	Pin1 inh	TrxR1 inh	TrxR1 substrate
27	Cc1nn(-c2ccccc2)nc1C(=O)OCC(=O)N1CCCCC1C (configuration not stated)	·	·	-5%	·	·	-1%	1%	-6%	38%[activator]
28	O=C(Cn1nc(-c2ccc(Cl)cc2)c2ccccc2c1=O)NCC1CCCO1 (configuration not stated)	-0.4	-0.4	-17%	17	-1	4%	-6%	-11%	-7%
29	CC1(c2ccccc2)NC(=O)N(CC(=O)NCc2cccc(Cl)c2)C1=O (configuration not stated)	0.4	0.0	-26%	2	4	8%	5%	32%[57.1 µM]	15%[57.1 µM]
30	CN(c1ccccc1)S(=O)(=O)c1ccc(NC(=S)NC(=O)C2CC2)cc1	0.5	0.1	-15%	3	3	6%	-1%	-46%	-15%
31	O=C(c1ccco1)N(Cc1ccccc1)c1cccc([N+](=O)[O-])c1	-0.5	-2.3	?	-1	9	7%	4%	6%[57.1 µM]	7%
32	CCOc1ccc(CN2CCN(c3ncnc4scc(-c5ccccc5)c34)CC2)cc1	-0.2	-0.3	-18%	-8	16	11%	0%	32%[57.1 µM]	-15%[57.1 µM]

# Further entries:
no.	compound	D2 agonist	TRHR agonist	USP1 inh	TRHR enhancer	D2 antagonist	IDH1 R132H inh	Pin1 inh	TrxR1 inh	TrxR1 substrate
33	CCCCn1c(=O)nc2n(-c3ccc(OC)cc3)c3ccccc3cc-2c1=O	-0.6	-0.3	?	3	0	-5%	9%	-6%[57.1 µM]	0%[57.1 µM]
34	c1ccc(OCc2nn3c(-c4n[nH]c5c4CCC5)nnc3s2)cc1	0.4	0.2	3%	4	5	2%	?	-5%[57.1 µM]	3%[57.1 µM]
35	O=C(Cn1cnnn1)Nc1cccc(S(=O)(=O)N2CCCCC2)c1	2.0	1.4	-26%	-5	11	7%	2%	17%	7%[57.1 µM]
36	Cc1cc(C)c(C#N)c(N2CCN(c3ccccc3F)CC2)n1	-0.5	-0.2	-16%	1	-9	0%	2%	31%	7%
37	Nc1nc(SCC(=O)NC2CCCCC2)[nH]c(=O)c1-c1ccccc1	0.8	0.9	1%	9	4	-3%	0%	8%	-3%
38	CCOC(=O)c1ccc(CNCc2ccc(Br)cc2)cc1	-0.4	0.0	-5%	-3	-3	7%	1%	16%	-1%
39	O=C(O)C1CCN(C(=O)c2ccccc2C(=O)N2CCC(C(=O)O)CC2)CC1	0.3	0.2	-24%	12	-5	7%	6%	11%	9%
40	Cc1ccccc1-n1c(=O)n(Cc2ccco2)c(=O)c2[nH]cnc21	-0.2	-0.8	-13%	-6	23	14%	3%	-28%	-7%
41	CCOC(=O)c1sc(NC(=O)C(C)Sc2nc(-c3ccccc3)cc(C(F)(F)F)n2)c(C(=O)OC)c1C (configuration not stated)	0.3	0.8	-22%	8	·	11%	-1%	10%	0%
42	O=C(CC1CCCC1)Nc1nnc(C2CC2)s1	0.2	-0.1	-6%	12	-11	6%	7%	-11%	-8%
43	N=C1/C(=C/c2cccs2)C(=O)N=C2SN=C(SCc3ccccc3)N12	-0.2	1.2	-9%	-7	10	0%	-7%	8%	3%
44	O=C(NCC(c1ccco1)S(=O)(=O)c1cccs1)c1ccccc1 (configuration not stated)	0.6	0.5	?	0	·	0%	0%	-23%[57.1 µM]	1%[57.1 µM]

# Records listed so far printed as active in TrxR1 inh.
no.	Structure	USP1 inh	TRHR enhancer	D2 antagonist	IDH1 R132H inh	Pin1 inh	TrxR1 inh	TrxR1 substrate
22	O=C1/C(=C\c2ccc(Cl)c(Cl)c2)CN(C(=O)CCN2CCOCC2)C/C1=C/c1ccc(Cl)c(Cl)c1	-19%	·	·	?	7%	1.4µM*	11%[57.1 µM]

# Screens deposited in PubChem by National Center for Advancing Translational Sciences (NCATS).
